High-throughput results from PubChem.
D1 agonist: human D1 receptor agonism; P21728; HEK293 T-REx D1 cells, calcium flux, agonist mode; activation, % at 2 µM; 360,000 tested, 1% active; AID 504660; in the data active = activation above about 30%; note: 0% is about no effect
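Tetracycline-induced HEK293 TREx D1 cells, force-coupled to calcium signalling, were dye-loaded with a no-wash calcium kit. Compound was pin-added after a 10 s baseline. Fluorescence was read kinetically at 1 cycle/s for 180 s, with calcium rises flagged as agonism.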
RXFP1 agonist: agonists of human relaxin receptor RXFP1; 370,000 tested, 0.3% active; Potency, µM (highest dose often 57.5 µM), inactives show at the highest dose activation, hits mostly activators; AID 2676; HEK293T-RXFP1 cAMP TR-FRET, 30 min; response scale: percent of porcine relaxin response, buffer zero; note: potency is the fitted concentration of half-maximal effect; % is set by controls: 0 for no effect and ±100 for the full control effect; nearly all actives have a fitted effect of over 60% in size; many of its hits are not listed in these tables
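Agonist response is measured as cAMP accumulation in an RXFP1-transfected HEK293T line under PDE4 inhibition. Values are scaled between buffer-only and 29 nM porcine relaxin, and EC50s come from standard Hill equation fits.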
D1 antag: antagonists of human D1 dopamine receptor. P21728. AID 504652. HEK293 TREx D1 cells, calcium flux, dopamine EC80; stronger effect = lower value. activity change, negative = inhibition, % at 10 µM. 360,000 tested, 3.2% active; in the data active = activity change below about -30%; note: % is set by controls: 0 for no effect and ±100 for the full control effect
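Cells carrying a force-coupled, tetracycline-inducible human D1 receptor report calcium flux. Each well gets a 10 s baseline, compound with 180 s monitoring, then an EC80 dopamine stimulus with a second 180 s kinetic read.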
Anesthetic bind: candidate novel general anesthetic via apoferritin binding | P02791 | apoferritin/1-aminoanthracene competitive binding, fluorescence | Potency, µM (doses to about 77.5 µM), without a hit: at the highest dose activity change, negative = displacement, actives largely listed as inhibitors | 350,000 tested, 0.074% active; note: potency is the fitted concentration of half-maximal effect; % is set by controls: 0 for no effect and ±100 for the full control effect; nearly all actives have a fitted effect of over 20% in size
Target sequence (P02791 2-175 limits assumed): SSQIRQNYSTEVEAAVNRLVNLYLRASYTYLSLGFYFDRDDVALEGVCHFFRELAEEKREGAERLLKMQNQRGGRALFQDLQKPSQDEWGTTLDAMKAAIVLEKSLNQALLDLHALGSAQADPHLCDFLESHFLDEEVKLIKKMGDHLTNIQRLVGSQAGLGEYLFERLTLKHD
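10 uM apoferritin + 50% sat. 1-AMA, PBS; cpd 10 min RT; Ex380/Em535 endpoint; normalized to free probe vs complex; 4-param Hill fit; propofol titration as pos. ctrl.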
TRHR enhancer: TRH receptor (human) allosteric enhancement | P34981 | TRHR cells, fluo-8 calcium fluorescence, EC20 TRH enhancement | enhancement, % at 2 µM | 360,000 tested, 0.66% active; in the data active = enhancement above about 30%; note: 0% is about no effect
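TRHR-expressing cells loaded with fluo-8 calcium dye were read kinetically (ex 480/em 530) during compound addition, then stimulated with an EC20 of TRH (10 nM final). Enhancement of the Gq-mediated intracellular calcium response was scored.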
D1 potentiator: enhances dopamine response at the human D1 receptor. P21728. HEK293 TREx D1 cells, calcium flux, dopamine EC20 potentiation. potentiation, % at 10 µM. 360,000 tested, 0.036% active. AID 504651; in the data active = potentiation above about 30%; note: 0% is about no effect
D2 PAM: positive allosteric modulators of human D2 dopamine receptor; P14416; HEK293 T-REx D2, calcium flux, EC20 dopamine potentiation; potentiation, % at 10 µM; AID 485347; 340,000 tested, 0.34% active;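 active = potentiation over 3 SD above the plate norm, cut at about 30% in these data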; note: 0% is about no effect
Target sequence (P14416 whole entry, looked up): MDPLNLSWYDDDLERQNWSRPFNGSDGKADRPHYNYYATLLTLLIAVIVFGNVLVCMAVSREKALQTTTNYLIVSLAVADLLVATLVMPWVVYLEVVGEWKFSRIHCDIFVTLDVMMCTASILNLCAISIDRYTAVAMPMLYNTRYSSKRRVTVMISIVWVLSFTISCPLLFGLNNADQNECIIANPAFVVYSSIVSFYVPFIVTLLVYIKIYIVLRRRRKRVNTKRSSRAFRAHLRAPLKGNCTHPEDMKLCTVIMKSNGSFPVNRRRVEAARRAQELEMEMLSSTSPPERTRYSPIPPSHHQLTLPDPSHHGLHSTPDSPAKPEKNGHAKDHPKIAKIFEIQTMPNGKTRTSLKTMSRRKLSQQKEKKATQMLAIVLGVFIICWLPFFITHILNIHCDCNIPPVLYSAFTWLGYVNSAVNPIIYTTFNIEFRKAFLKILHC
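Tetracycline-induced HEK293 T-REx cells force-coupled to calcium signalling expressed D2; compounds were pin-added after a 10 s baseline, read kinetically 180 s, then an EC20 dopamine challenge followed with a further 180 s calcium read.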
RXFP1 antag: blocks the human relaxin receptor RXFP1; activity change, negative = inhibition, % at 57.5 µM; AID 1259400; 350,000 tested, 0.59% active; HEK293-RXFP1, relaxin-stimulated cAMP HTRF, 30 min; stronger effect = lower value;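 active = activity change of -60% or lower, but not beyond a set lower limit; inconclusive = change between -60% and -40%, or beyond the set limit; inactive = change above -40%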; note: % is set by controls: 0 for no effect and ±100 for the full control effect
TRHR ag: TRH receptor (human) agonism. 360,000 tested, 0.18% active. activation, % at 2 µM. TRHR cells, calcium flux fluo-8, FDSS agonist mode. P34981. AID 493084; in the data active = activation above about 30%; note: 0% is about no effect
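Fluo-8-loaded TRHR cells; 10 s baseline, compound added, kinetic Ca2+ fluorescence read 1/s, agonist mode.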
An asterisk follows results filed as active; u = inconclusive; x = not tested or not shown; [ ] = dose if it differs, or a comment. Unless noted, calls come from the whole dose curve; as a rule, active = well fitted curve in the direction sought with a large enough effect; inconclusive = small, poorly fitted or top-dose-only effect, or another doubt; inactive = no such curve, though single readings can be large; an effect the other way counts as inactive or inconclusive. Not all compounds are listed; count on the stated rates, not on these rows.

mol,D1 agonist,RXFP1 agonist,D1 antag,Anesthetic bind,TRHR enhancer,D1 potentiator,D2 PAM,RXFP1 antag,TRHR ag
O=C(NC1CCCCC1)C(c1ccncc1)N(Cc1ccc2c(c1)OCO2)C(=O)C(F)(F)F (stereo not drawn),1,-0.1%,-5,-8%,12,-3,-2,10,0.0
CCc1ccccc1NC(=O)CCS(=O)(=O)c1ccc(OC)cc1,0,1.4%,13,-6%,-5,-2,2,2,-0.7
Cc1nc2sc(-c3ccccc3)nn2c(=O)c1Br,0,4.5%,2,-2%,-6,2,3,16,-0.2
Cc1cc(C(=O)COC(=O)CC2Sc3ccccc3NC2=O)c(C)n1-c1cccc(C(F)(F)F)c1 (stereo not drawn),5,0.0%,-1,-5%,-1,-1,5,-3,0.5
c1cncc(-c2noc(-c3ccco3)n2)c1,2,-1.8%,-17,-7%,-6,1,2,-8,-1.2
COc1ccc(OC)c(CN2CCN(C(=O)c3cccc(S(=O)(=O)Nc4ccc(C)cc4)c3)CC2)c1,1,-1.0%,7,x,-5,2,13,-1,-0.9
Cc1ccc(-c2cc(=O)[nH][nH]2)c(C)c1,3,0.2%,-2,-12%,1,0,x,-28,-0.3
CCc1ccc(/C=N/NC(=O)c2ccccn2)cc1,1,-0.9%,9,-3%,-4,3,-12,-24,-2.9
COc1ccc(/C=C2\SC(=O)N(CCNC(=O)C3CCN(S(=O)(=O)c4cccs4)CC3)C2=O)cc1,6,0.2%,-35*,-12%,1,-6,0,x,-0.1
CCOC(=O)N1CCC(NC(=O)c2ccc3c(c2)sc2nc(-c4cccc(OC)c4)cn23)CC1,-2,2.3%,-1,1%,1,-1,25,x,-0.1
COCCNC(=O)CN(Cc1ccco1)C(=O)CCC(=O)Nc1nccs1,2,1.0%,-2,-4%,-2,-10,x,-4,0.4
CCc1ccc(N(CC)C(=O)c2ccc3c(Cl)c4c(nc3c2)CCC4)cc1,-3,2.5%,21,-14%,-5,-3,6,-76*,-0.8
Cc1ccc(-c2nc3ncccc3o2)cc1NC(=O)c1cccnc1,6,-0.4%,-11,-12%,-4,-1,3,-5,0.3
CN1CC(c2ccc(Cl)c(Cl)c2)[C@@]2(COc3ccccc3C2=O)[C@@]12C(=O)Nc1ccccc12 (stereo partly drawn),1,2.8%,-12,-6%,2,-1,2,-2,-0.1
CCOC(=O)C1=C(C)NC2=C(C(=O)CCC2)C1c1coc2ccccc2c1=O (stereo not drawn),3,1.2%,4,-7%,-4,1,6,-7,0.5
COc1ccc(/C=C2/SC(=O)N(CCNC(=O)CC(NC(C)=O)c3ccccc3)C2=O)cc1 (stereo not drawn),3,-0.9%,7,-1%,3,2,-2,-6,-0.2
O=C(COC(=O)c1ccc2ccccc2c1)Nc1ncc(C(F)(F)F)cc1Cl,3,1.2%,-4,-11%,-7,4,-7,0,-0.6
C=Cc1ccc(Cn2c(C(=O)O)c(CNCc3ccc(F)cc3)c3ccc(C)cc32)cc1,2,1.2%,12,-5%,-1,6,-7,u,0.0
CCOc1ccccc1NC(=O)CNC(=O)N1CC(=O)Nc2ccccc21,5,0.5%,-3,-6%,-3,-2,2,2,-0.1
Cc1cccc(NC(=O)c2nc[nH]c2C(=O)NCCCCCNC(=O)OC(C)(C)C)c1,4,1.3%,x,x,-9,-3,x,x,-0.1
O=C(O)CCC(=O)c1ccc2ccc3cccc4ccc1c2c34,0,0.3%,-22,120%[activator],6,-5,10,x,-1.5
NC(=O)COC(=O)CCCc1c[nH]c2ccccc12,2,3.1%,21,u,-7,-5,-9,-20,0.2
O=C(NC1=NCCS1)c1ccccc1OCc1ccc(F)cc1,4,0.4%,-7,-4%,-7,1,2,-11,-2.1
COc1cc(NC(=O)C2CCCCC2)c(OC)cc1NC(=O)c1ccco1,1,3.2%,5,-11%,-2,-4,7,1,-1.2
CC(C)NC(=O)N(O)C1N(Cc2ccc3c(c2)OCO3)C(=S)SC1(C)C (stereo not drawn),6,0.4%,-5,-22%,-12,-2,-25,1,-0.9
COc1ccc(Nc2nc3c(S(=O)(=O)c4ccccc4)nnn3c3ccc(Cl)cc23)cc1,0,4.9%,-20,55%[activator],5,-3,x,1,1.3
Nc1nc(-c2ccccc2)cc(N2CCCCC2)n1,3,0.3%,8,-24%,0,-6,-7,5,0.2
Cc1c(N/C(=N/S(=O)(=O)c2cc([N+](=O)[O-])ccc2Cl)c2ccccc2)c(=O)n(-c2ccccc2)n1C,0,2.5%,-6,-10%,3,1,21,1,-0.2
O=C(Cn1cnc2c(cnn2-c2ccc(F)cc2)c1=O)N1CCN(c2ccccc2)CC1,0,-4.0%,-18,-2%,4,-1,12,x,-0.5
Cc1ccc(NC2CCCN(C(=O)Cc3nonc3C)C2)cc1C (stereo not drawn),2,-1.2%,12,-8%,0,-5,7,11,0.2
O=C(O)CC1S/C(=N/N=C/c2ccc(-c3ccc(Cl)c([N+](=O)[O-])c3)o2)NC1=O (stereo not drawn),1,-2.0%,1,-8%,2,4,-1,-28,-0.1
COc1ccc(Cl)cc1NC(=S)N1CCN(C(=O)C2CCCO2)CC1 (stereo not drawn),1,-0.5%,-17,-3%,-11,-7,12,0,0.7
Cc1nc(SCC(=O)NC(=O)NC(C)(C)C)nc(C)c1C,4,0.0%,-10,-9%,5,-2,2,4,-0.1
COc1ccc(-c2nc(C#N)c(NCc3cccnc3)o2)cc1OC,0,12%,-19,-8%,6,-6,12,5,-1.0
COC(=O)c1ccc(S(=O)(=O)c2ccc(Cl)cc2)c(N)c1,16,-2.0%,-7,3%,4,-4,10,-3,1.3
CSc1cccc(NC(=O)CCNS(=O)(=O)c2ccc3[nH]c(=O)oc3c2)c1,2,0.1%,-8,-4%,7,-3,-6,26,0.8
CCOC(=O)/C(N=Nc1ccc(Cl)cc1)=C(/O)c1ccc([N+](=O)[O-])cc1,-3,0.1%,-4,-7%,-8,1,-6,1,-0.2
O=C(Nc1ccc(Br)c2cccnc12)c1cccc2ccccc12,1,2.4%,-2,-6%,7,4,11,x,0.0
CCOC(=O)c1ccc(N2CSC3=C(C#N)C(c4ccc(OC)cc4OC)CC(=O)N3C2)cc1 (stereo not drawn),2,-0.7%,8,-17%,-1,1,-5,-1,-0.3
Cc1ccccc1N1CC(C(=O)N2CC(C)CC(C)C2)CC1=O (stereo not drawn),8,2.0%,3,x,17,3,26,-6,0.6
CC(=O)c1ccc(N2CCN(C(=O)CCS(=O)(=O)c3ccc4c(c3)oc(=O)n4C)CC2)cc1,2,4.2%,7,11%,-7,-1,-1,-3,0.4
CCCCCN(C(=O)NC(=O)Nc1ccccc1C)S(C)(=O)=O,4,0.1%,-4,-16%,3,2,-3,1,0.8
CCOC(=O)C(C(=O)OCC)C(Nc1ccccc1)c1ccccc1 (stereo not drawn),3,0.9%,1,-6%,-5,7,1,7,-0.6
O=C(c1ccc(Cl)cc1)N1CCN(C(=O)c2ccco2)CC1,3,0.9%,11,-4%,-5,2,0,0,-0.1
COc1ccccc1C(=O)NCc1nc2cccnc2n1Cc1ccc(F)cc1,-1,0.2%,4,-16%,1,3,13,-2,0.4
C=C(C(=O)c1ccccc1)C(C(=C)C(=O)c1ccccc1)c1ccc(OC)cc1,8,1.0%,-14,0%,-7,-5,5,-7,0.4
CCN(CC)C(=O)Cn1cc(C(=O)C(=O)NCCc2ccccc2)c2ccccc21,1,1.1%,-3,-5%,-7,0,-9,23,-0.5
CCOCCCNC(c1ccccc1)c1ccncc1 (stereo not drawn),5,-0.2%,5,-4%,3,1,0,2,0.7
COc1ccc(S(=O)(=O)Nc2ccc(S(=O)(=O)Nc3nc(C)cc(C)n3)cc2)cc1OC,1,-0.7%,-1,-5%,0,-4,-5,-17,0.8
CCOC(=O)c1ccc(NC(=O)CSC2=NN3CCCC(=O)N=C3S2)cc1,9,-3.3%,-10,2%,1,-3,-2,3,0.5
O=S(=O)(Nc1ccc(S(=O)(=O)N2CCOCC2)cc1)c1ccccc1,4,1.2%,24,-11%,-3,0,8,-9,0.8
C=CCc1cccc(/C=N/NC(=O)c2ccccc2Br)c1O,1,0.0%,-2,-21%,-16,1,-27,-15,-0.4
COc1ccccc1OCC(=O)N1CCN(C(=O)COc2ccccc2OC)CC1,3,-0.3%,-25,-3%,12,-10,4,2,-0.2

Reformatted with each value named: part of the list above
> O=C(Cn1cnc2c(cnn2-c2ccc(F)cc2)c1=O)N1CCN(c2ccccc2)CC1
  D1 agonist = 0; RXFP1 agonist = -4.0%; D1 antag = -18; Anesthetic bind = -2%; TRHR enhancer = 4; D1 potentiator = -1; D2 PAM = 12; RXFP1 antag = x; TRHR ag = -0.5

> O=C(O)CC1S/C(=N/N=C/c2ccc(-c3ccc(Cl)c([N+](=O)[O-])c3)o2)NC1=O (stereo not drawn)
  D1 agonist = 1; RXFP1 agonist = -2.0%; D1 antag = 1; Anesthetic bind = -8%; TRHR enhancer = 2; D1 potentiator = 4; D2 PAM = -1; RXFP1 antag = -28; TRHR ag = -0.1

> Cc1nc2sc(-c3ccccc3)nn2c(=O)c1Br
  D1 agonist = 0; RXFP1 agonist = 4.5%; D1 antag = 2; Anesthetic bind = -2%; TRHR enhancer = -6; D1 potentiator = 2; D2 PAM = 3; RXFP1 antag = 16; TRHR ag = -0.2
